# Screening data (PubChem)
# GC-B act: GC-B (human) receptor activation | HEK293-GC-B cells, CNP EC30, cGMP TR-FRET; 0% at EC30 CNP, 100% saturating CNP | P20594 | activation, % at 10 µM | 370,000 tested, 0.11% active;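 active means activation at 10 µM reaching about 35% in either raw or pattern-adjusted values, limit read from the data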
# GAA850 FXN act: frataxin GAA850 promoter activation; 360,000 tested, 0.56% active; activation, % at 6 µM; HEK293 lucGAA850 FXN promoter luciferase reporter, 24 h; percent of 10 µM SAHA response;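 active means activation above the average of all compounds screened plus 3 SD, cutoff fixed separately per campaign, cut at about 7.5% in these data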;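 further: 0% = DMSO wells and 100% = 10 µM SAHA wells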
# ssDAF12 agonist: S. stercoralis DAF-12 activation, primary screen | HEK293 ssDAF-12/GRIP1 lit1-tk-luc reporter, luminescence; % of 3 µM dafachronic acid response | activation, % at 6.8 µM | 370,000 tested, 1% active | AID 652126;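 active means activation above the mean over all tested compounds plus 3 SD, cut at about 0.9% in these data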;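 further: 0% = DMSO-only wells and 100% = 3 µM delta7-dafachronic acid wells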
# ADAM10 inh: inhibitors of human ADAM10. O14672. recombinant ADAM10, EDANS/DABCYL FRET peptide cleavage, 3 h. inhibition, % at 7 µM. 370,000 tested, 0.62% active;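 active means inhibition above a per-campaign cutoff equal to the mean of compounds falling between control-based bounds plus 3 SD, cut at about 20% in these data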;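 further: 0% = DMSO wells while the 100% control is not disclosed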
# Target sequence (O14672 214-748 limits assumed): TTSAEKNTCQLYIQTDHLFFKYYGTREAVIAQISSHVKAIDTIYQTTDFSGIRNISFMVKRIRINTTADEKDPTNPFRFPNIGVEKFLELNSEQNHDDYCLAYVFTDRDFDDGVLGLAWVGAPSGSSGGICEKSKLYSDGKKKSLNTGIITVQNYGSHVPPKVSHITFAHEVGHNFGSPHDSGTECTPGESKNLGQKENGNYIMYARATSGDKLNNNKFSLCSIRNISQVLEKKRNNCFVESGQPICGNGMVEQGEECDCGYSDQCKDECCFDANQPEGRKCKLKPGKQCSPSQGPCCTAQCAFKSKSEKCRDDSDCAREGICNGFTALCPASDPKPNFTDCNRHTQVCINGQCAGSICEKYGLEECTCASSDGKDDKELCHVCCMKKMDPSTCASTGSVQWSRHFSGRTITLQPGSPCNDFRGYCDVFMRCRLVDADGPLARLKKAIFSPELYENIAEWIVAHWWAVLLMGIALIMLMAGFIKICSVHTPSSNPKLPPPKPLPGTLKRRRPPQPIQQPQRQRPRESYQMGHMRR
# SMARCA2 activ: activators of SMARCA2 function. MG213 cells, MMTV-luciferase reporter, dexamethasone, overnight. activation, % at 9.1 µM. 370,000 tested, 1% active; in the data active means activation above about 7.8%;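 further: 0% = vehicle wells and 100% = reference activator wells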
# HGIII-sPLA2 inh: Blocks human group III sPLA2 activity; 370,000 tested, 0.56% active; Q9NZ20; inhibition, % at 12.2 µM; AID 743126; QFRET BODIPY PC-A2 liposome hydrolysis, fluorescence;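 active means inhibition above mean plus 3 SD of compounds lying within the high and low control bounds, cut at about 19% in these data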;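 further: 0% = median of test compound wells and 100% = no enzyme DMSO wells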
# hcDAF12 agonist: activates DAF-12 receptor from parasite H. contortus. HEK293 hcDAF-12 lit1-tk-luc reporter, luminescence; 0% DMSO, 100% Δ7-dafachronic acid. 370,000 tested, 1.4% active. activation, % at 6.8 µM. AID 652067;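 active means activation above the mean of all tested compounds plus 3 SD, cut at about 5.5% in these data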;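 further: 100% = response to 3 µM Δ7-dafachronic acid high control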
# DAX1 inh-1: inhibits human nuclear receptor DAX1. P51843. inhibition, % at 6.75 µM. HEK293 Gal4-DAX1 luciferase reporter, luminescence. 340,000 tested, 0.99% active. AID 504766;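 active means inhibition above the mean over all tested compounds plus 3 SD, cut at about 4.2% in these data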;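 further: 0% = DAX1-transfected cells with DMSO and 100% = empty-vector control cells with DMSO; inhibition shows as a rise in luminescence from relieved DAX1 repression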
# Target sequence (P51843 207-470 limits assumed): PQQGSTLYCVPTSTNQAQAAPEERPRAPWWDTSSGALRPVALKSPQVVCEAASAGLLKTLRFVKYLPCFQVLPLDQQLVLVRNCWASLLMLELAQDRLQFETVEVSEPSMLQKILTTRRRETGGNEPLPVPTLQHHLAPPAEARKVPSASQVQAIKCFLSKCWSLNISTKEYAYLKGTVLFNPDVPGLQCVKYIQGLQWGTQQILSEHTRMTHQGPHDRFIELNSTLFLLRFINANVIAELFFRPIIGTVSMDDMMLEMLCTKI
# NPR1 activator: GC-A (human) enzyme activation; P16066; 370,000 tested, 0.14% active; HEK293 GC-A cells, cGMP TR-FRET, EC30 ANP; 0% at EC30 ANP, 100% saturating ANP; AID 1671463; activation, % at 10 µM; in the data active means activation above about 40%
# hgDAF12 agonist: agonists of H. glycines DAF-12 nuclear receptor; HEK293 GAL4-hgDAF12 UAS-luciferase reporter, agonist luminescence; normalized to butyrate control; 370,000 tested, 1.8% active; activation, % at 6.8 µM; AID 687014;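 active means activation above a cutoff set at the mean of all screened compounds plus 3 SD, cut at about 10% in these data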;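 further: 0% = DMSO wells and 100% = sodium butyrate wells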
# DAX1 inh-2: inhibitors of DAX1 repression of SF-1 activated StAR promoter; HEK293T StAR-luciferase reporter, SF-1/DAX-1 repression relief; inhibition, % at 6.8 µM; 370,000 tested, 1.1% active; AID 652010;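 active means inhibition above the mean over all tested compounds plus 3 SD, cut at about 3.6% in these data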;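 further: 0% = DAX-1 cells with DMSO and 100% = cells lacking DAX-1 with DMSO; higher inhibition means more luminescence from relief of DAX-1 repression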
# The depositor's hits bear a star; i = inactive; nt = no result given. An unsorted share of the library. About 6.6% of those tested had a hit in this group.
SMILES | GC-B act | GAA850 FXN act | ssDAF12 agonist | ADAM10 inh | SMARCA2 activ | HGIII-sPLA2 inh | hcDAF12 agonist | DAX1 inh-1 | NPR1 activator | hgDAF12 agonist | DAX1 inh-2
COc1ccc(CCN2CCCn3c2nc2c3c(=O)[nH]c(=O)n2C)cc1OC | 0.9 | 0.7 | -1.5 | -2.9 | -0.3 | 7.7 | -1.9 | 1.9 | 8.1 | -2.4 | 0.1
CC(C(=O)O/N=C(\N)c1cccnc1)c1ccc([N+](=O)[O-])cc1 (stereo not given) | 1.4 | -2.5 | -0.9 | -2.2 | -0.2 | -3.8 | -1.0 | 3.1 | 1.0 | 4.2 | -1.2
O=[N+]([O-])c1cccc(-c2nnc3cccc(Cl)n23)c1 | 1.4 | 0.8 | -1.0 | -0.8 | 0.2 | -1.8 | -0.4 | -0.3 | -1.4 | 2.1 | 0.4
CN(C)Cc1c(C(=O)N/N=C/c2ccccc2OCc2c(F)cccc2Cl)nnn1-c1nonc1N | 7.1 | -2.4 | -1.1 | 4.5 | -2.5 | -3.0 | -1.8 | 0.3 | -3.0 | 2.0 | -0.2
Cc1ccccc1OC1(C)CCN(Cc2ccc(-c3ccccn3)cc2)C1 (stereo not given) | 0.9 | 1.5 | -1.4 | -5.3 | -0.7 | 3.4 | -0.2 | nt | -4.4 | -0.4 | 1.2
O=C1OCCN1N1CCOC1=O | 3.7 | 2.9 | -0.7 | -3.5 | -1.3 | -6.8 | -0.3 | 1.1 | 0.7 | -1.2 | 0.1
CC(=O)Nc1cccc(N2C(=O)CCC2=O)c1 | 3.0 | -1.7 | -1.7 | 6.5 | 6.8 | 14.6 | -1.0 | 0.7 | 2.9 | 2.1 | 0.8
O=S(=O)(Nc1ccncc1Cl)c1cc(Cl)ccc1Cl | 2.7 | 1.8 | -1.5 | 5.8 | -2.8 | -21.5 | -0.7 | 1.1 | 6.2 | -1.5 | 0.1
CCOc1cc(C(=O)N2CCN(C/C=C/c3ccccc3)CC2)cc(OCC)c1OCC | 3.5 | 2.1 | -1.7 | -32.3 | -1.1 | -12.0 | -1.5 | 0.5 | 1.0 | 0.0 | -0.4
COc1ccc(-c2cc(=O)oc3cc(OCC(=O)NCC4CCC(C(=O)O)CC4)ccc23)cc1 (stereo not given) | -4.3 | -0.2 | -1.4 | -92.4 | -1.9 | 4.3 | -1.0 | -0.4 | 1.0 | -1.1 | -0.7
Cc1cc(NC(=O)C2CCN(C(=O)c3ccco3)CC2)ccc1Br | -6.3 | 2.3 | -1.2 | 1.2 | 1.3 | -16.3 | -2.8 | 0.4 | -3.8 | 4.0 | 0.6
CCN(CC)C(=O)Cc1cc(C(=O)O)c2ccccc2n1 | 0.3 | -1.0 | -0.1 | -5.9 | -3.3 | 0.1 | 0.1 | 1.2 | 2.5 | 0.8 | -0.5

# Entries of single compounds as entered above. Order of values: GC-B act | GAA850 FXN act | ssDAF12 agonist | ADAM10 inh | SMARCA2 activ | HGIII-sPLA2 inh | hcDAF12 agonist | DAX1 inh-1 | NPR1 activator | hgDAF12 agonist | DAX1 inh-2
# Results for `O=C1OCCN1N1CCOC1=O` = 3.7 | 2.9 | -0.7 | -3.5 | -1.3 | -6.8 | -0.3 | 1.1 | 0.7 | -1.2 | 0.1
# Results for `CN(C)Cc1c(C(=O)N/N=C/c2ccccc2OCc2c(F)cccc2Cl)nnn1-c1nonc1N` = 7.1 | -2.4 | -1.1 | 4.5 | -2.5 | -3.0 | -1.8 | 0.3 | -3.0 | 2.0 | -0.2
# Results for `CC(C(=O)O/N=C(\N)c1cccnc1)c1ccc([N+](=O)[O-])cc1` (stereo not given) = 1.4 | -2.5 | -0.9 | -2.2 | -0.2 | -3.8 | -1.0 | 3.1 | 1.0 | 4.2 | -1.2
# Results for `COc1ccc(CCN2CCCn3c2nc2c3c(=O)[nH]c(=O)n2C)cc1OC` = 0.9 | 0.7 | -1.5 | -2.9 | -0.3 | 7.7 | -1.9 | 1.9 | 8.1 | -2.4 | 0.1
# Results for `O=S(=O)(Nc1ccncc1Cl)c1cc(Cl)ccc1Cl` = 2.7 | 1.8 | -1.5 | 5.8 | -2.8 | -21.5 | -0.7 | 1.1 | 6.2 | -1.5 | 0.1

# The main list resumes, repeating the two entries before the break.
SMILES | GC-B act | GAA850 FXN act | ssDAF12 agonist | ADAM10 inh | SMARCA2 activ | HGIII-sPLA2 inh | hcDAF12 agonist | DAX1 inh-1 | NPR1 activator | hgDAF12 agonist | DAX1 inh-2
Cc1cc(NC(=O)C2CCN(C(=O)c3ccco3)CC2)ccc1Br | -6.3 | 2.3 | -1.2 | 1.2 | 1.3 | -16.3 | -2.8 | 0.4 | -3.8 | 4.0 | 0.6
CCN(CC)C(=O)Cc1cc(C(=O)O)c2ccccc2n1 | 0.3 | -1.0 | -0.1 | -5.9 | -3.3 | 0.1 | 0.1 | 1.2 | 2.5 | 0.8 | -0.5
OC[C@H]1O[C@H](OC[C@H]2O[C@H](OC[C@H]3O[C@H](O[C@]4(CO)O[C@H](CO)[C@@H](O)[C@@H]4O)[C@H](O)[C@@H](O)[C@@H]3O)[C@H](O)[C@@H](O)[C@H]2O)[C@H](O)[C@@H](O)[C@H]1O | 3.3 | 0.5 | -1.2 | -12.0 | -7.1 | 3.6 | -1.3 | -0.7 | 3.5 | -1.9 | -0.1
CCOC(=O)c1c(C)nc2sc3c(=O)n(-c4ccc(C(C)=O)cc4)cnc3c2c1-c1ccc(OC)cc1 | -12.3 | -1.5 | -1.0 | -0.8 | -0.5 | 0.9 | -0.5 | 1.5 | 5.5 | -2.0 | 0.7
CCOC(=O)CNC(=S)N(CCCN1CCN(C)CC1)Cc1cccs1 | -3.6 | 3.1 | -1.1 | -6.4 | 2.5 | 3.0 | 0.3 | -1.3 | -3.7 | 1.0 | -0.1
Cn1ccc(NC(=O)c2ccc(Cl)cc2)n1 | -3.1 | 2.2 | -1.3 | -3.8 | -0.5 | 14.9 | 0.5 | 0.4 | 6.2 | 7.5 | 3.0
COCCCNC(=O)CSC1=Nc2ccccc2C2=NC(c3ccccc3)C(=O)N12 (stereo not given) | -4.6 | 2.5 | -1.2 | -332.2 | -1.2 | 8.1 | -0.1 | -0.6 | 1.3 | -1.0 | -0.7
CCOC(=O)c1c(N2C(=O)Nc3ccccc3N2O)n[nH]c1-c1cccc(Cl)c1 | -1.9 | 5.8 | -1.2 | -0.3 | 0.0 | -6.2 | 0.2 | -0.3 | 1.0 | -1.5 | 0.3
Cc1cc(C)cc(NC(=S)NCc2cccs2)c1 | -3.0 | -0.2 | -1.4 | 4.0 | -1.2 | 5.0 | -2.2 | -0.5 | -0.6 | -2.4 | -0.7
CCCNC(=O)C1(C)CCCN(C(=O)c2cc3ccccc3s2)C1 (stereo not given) | 1.2 | -0.3 | -1.3 | -15.2 | -2.8 | 3.6 | -1.9 | nt | 3.2 | -0.3 | 0.6
CCOC(=O)c1cc(CNC(=O)c2c(C)oc3c2CCCC3)c(C)o1 | 0.7 | -0.2 | -1.1 | 1.2 | -0.4 | -8.0 | 1.1 | 0.3 | -0.3 | 0.6 | 0.6
Cc1ccc2c(=O)n3c(nc2c1)C(Cc1ccc(O)cc1)NC(=O)c1ccc(Cl)cc1-3 (stereo not given) | -25.0 | nt | -0.8 | -2.7 | -0.6 | -24.2 | 0.0 | nt | -13.6 | -1.9 | -0.5
COc1cccc(NC(=O)c2cccc(S(=O)(=O)N3CCN(Cc4ccccc4)CC3)c2)c1 | 1.4 | 1.5 | -1.5 | 19.4 | -1.8 | -32.3 | -1.8 | -2.3 | -3.0 | -2.7 | -2.3
Cc1ccc(C(=O)CSc2ccc(-c3cccnc3)nn2)cc1 | -2.6 | -0.3 | -1.9 | 8.2 | -1.8 | -56.0 | -2.4 | 1.4 | -1.1 | -2.8 | 0.2
O=c1[nH]c(SCc2cccc(Cl)c2)nc2ccccc12 | nt | -0.1 | -0.1 | -7.6 | -3.3 | 3.3 | 0.3 | 2.0 | nt | -1.4 | -0.8
CCCN1C(=O)c2ccccc2NC1c1ccc(OC)cc1OC (stereo not given) | -3.1 | 0.2 | -1.9 | i | -3.2 | 2.7 | -1.8 | -0.5 | -4.8 | -3.2 | 0.3
Cc1cc(Cl)ccc1NC(=S)NC(C)(C)C | 3.3 | 0.2 | -1.2 | -3.1 | -4.0 | 16.4 | -2.1 | 2.2 | -0.4 | 2.4 | 0.5
CC(=O)N1CCN(S(=O)(=O)c2cccc(C(=O)NNC(=O)COc3ccc(F)cc3)c2)CC1 | -1.9 | 0.7 | -1.0 | -3.8 | -2.7 | -11.2 | 0.5 | 0.5 | -2.1 | 1.6 | 0.4
COc1ccc(N2CCN(C(=O)NC(=O)c3ccc(Cl)cc3)CC2)cc1 | -3.0 | 0.7 | -1.1 | -0.4 | 1.2 | 0.9 | 2.5 | 0.6 | 1.8 | 0.3 | 1.3
COc1ccc(C(C)=O)cc1CN1C(=O)C(C)ON=C1c1cccc(C(F)(F)F)c1 (stereo not given) | -6.2 | -1.9 | -1.2 | -9.1 | -0.7 | 5.7 | -1.6 | nt | -2.8 | 0.9 | 0.3
Cc1cc(C(C)(C)C)ccc1OC(=O)C1=CC=CN2CCS(=O)(=O)N=C12 | 0.1 | -0.4 | -0.5 | -36.8 | -2.4 | 4.9 | -0.9 | -0.5 | 0.9 | -1.7 | 0.2
CN(C)c1ccc(CNC(=O)C2(C)Cc3c(-c4cccc(C(N)=O)c4)ccnc3O2)cc1 (stereo not given) | -9.1 | -2.7 | 0.1 | -2.3 | 4.1 | 18.7 | -0.9 | nt | -6.9 | -4.7 | -0.8
Cc1cc(=O)oc2cc(NC(=O)C(C)N3C(=O)C4CCCCC4C3=O)ccc12 (stereo not given) | -4.2 | 0.4 | -0.8 | i | 1.9 | 15.2 | -0.6 | 1.3 | 0.2 | -1.6 | 0.8
O=C(Nc1ccc(C(=O)OC2CCCCC2)cc1)c1ccncc1 | -9.9 | 0.3 | -2.5 | 8.9 | -5.6 | 7.1 | -3.9 | -4.0 | -3.2 | -7.0 | -1.4
Clc1ccsc1-c1ccc2ccccc2n1 | -6.5 | 2.4 | -0.3 | -4.7 | 4.2 | 3.6 | 2.6 | 1.3 | -2.7 | 10.3 | 1.1
c1ccc(Cc2nnc3sc(-c4ccncc4)nn23)cc1 | -0.8 | -0.5 | -1.4 | -5.0 | -1.6 | 2.4 | -1.5 | 2.7 | -3.3 | 2.9 | 0.6
